Screens from PubChem BioAssay.
USP1-UAF1 inh – inhibitors of human USP1/UAF1 deubiquitinase; O94782; recombinant USP1/UAF1, Ub-Rhodamine cleavage fluorescence; Potency, µM (doses to about 57.1 µM), without a hit: top-dose activity change, negative = inhibition, most hits filed as inhibitors; actives 0.23% (n = 390,000); AID 743255; further: potency means the concentration at half of the fitted maximal effect; on the % scale 0 is the no-effect control and ±100 the full control effect; nearly all actives have a fitted effect of over 60% in size; inactives centre near -12
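USP1/UAF1 complex at 1 nM was preincubated with compound for 15 min at room temperature, then Ub-Rho substrate (150nM final) was added. Fluorescence (480/540 nm) was read kinetically, 6 reads every 60 seconds.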
rTrxR1 inhibitor – rat TrxR1 inhibition | O89049 | recombinant rTrxR1, NADPH fluorescence consumption, selenite substrate | Potency, µM (doses to about 114 µM), inactives show at the top dose activity change, negative = inhibition, actives largely listed as inhibitors | actives 1% (n = 390,000) | AID 588453; further: potency means the concentration at half of the fitted maximal effect; on the % scale 0 is the no-effect control and ±100 the full control effect; nearly all actives have a fitted effect of over 65% in size
Target sequence (O89049 whole entry, looked up): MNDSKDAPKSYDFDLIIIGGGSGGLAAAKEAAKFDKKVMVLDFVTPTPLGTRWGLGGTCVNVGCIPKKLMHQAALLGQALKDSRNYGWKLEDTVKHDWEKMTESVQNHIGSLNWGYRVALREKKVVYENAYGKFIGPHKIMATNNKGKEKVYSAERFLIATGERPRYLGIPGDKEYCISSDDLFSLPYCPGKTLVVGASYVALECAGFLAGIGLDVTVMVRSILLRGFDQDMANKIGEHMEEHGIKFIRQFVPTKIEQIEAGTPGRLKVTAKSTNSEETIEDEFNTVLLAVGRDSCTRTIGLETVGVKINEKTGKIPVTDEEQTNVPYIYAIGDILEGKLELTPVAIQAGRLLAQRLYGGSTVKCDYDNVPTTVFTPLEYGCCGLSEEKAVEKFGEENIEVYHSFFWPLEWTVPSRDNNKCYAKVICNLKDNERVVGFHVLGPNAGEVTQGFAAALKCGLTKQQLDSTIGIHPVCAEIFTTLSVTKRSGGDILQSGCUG
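Rat TrxR1 (90 nM in the dispensed reagent) was pre-reduced with 400 uM NADPH for 5 min at room temperature, then incubated with compound for 15 min. After 400 uM selenite was added, NADPH fluorescence (Ex 340/Em 450 nm) was followed for 8 min.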
IDH1 R132H inh – inhibitors of human mutant IDH1 R132H; O75874; IDH1-R132H enzyme, NADPH consumption, diaphorase/resazurin fluorescence; Potency, µM (top dose mostly 76.6 µM), without a hit: at the top dose activity change, negative = inhibition, actives largely listed as inhibitors; actives 0.093% (n = 390,000); AID 602179; further: potency means the concentration at half of the fitted maximal effect; on the % scale 0 is the no-effect control and ±100 the full control effect; nearly all actives have a fitted effect of over 65% in size
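IDH1-R132H (0.5 ug/mL) preincubated 30 min with compound, then NADPH (0.016 mM) and alpha-KG (2 mM) added; 80 min at RT, pH 7.5. Remaining NADPH coupled via diaphorase/resazurin to fluorescence (540/590 nm); concentration-response curves normalized to no-enzyme control.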
D2 antag – D2 dopamine receptor (human) antagonism | P14416 | HEK293 TREx D2 cells, calcium flux, dopamine EC80 | inhibition, % at 10 µM | actives 2% (n = 340,000) | AID 485344; in the data active means inhibition above about 30%; further: 0% is about no effect
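Read-out: kinetic calcium fluorescence (1 cycle/s) in inducible HEK293 T-REx D2 cells after an EC80 dopamine addition that followed 180 s compound preincubation. Loss of the dopamine response indicates antagonism.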
D2 ag – D2 dopamine receptor (human) agonism; P14416; HEK293 T-REx D2 cells, calcium flux agonist mode; activation, % at 2 µM; actives 0.53% (n = 340,000); AID 485358;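 active means activation over 3 SD above normal in the single-dose calcium agonist read, cut at about 30% in these data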; further: 0% is about no effect
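Tetracycline-induced HEK293 Trex cells with D2 receptor force-coupled to calcium signaling, plated overnight at 30 C and loaded with no-wash calcium dye. Calcium flux read kinetically for 180 s after compound addition; responses flag agonists.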
Pin1 inh – human Pin1 inhibition. Q13526. Pin1 FP peptide displacement, HiFluor488, 10 min. AID 504891. Potency, µM (titrated, usually from 115 µM), inactives show at the top dose activity, negative = inhibition, actives largely listed as inhibitors. actives 0.009% (n = 390,000); active means well fitted inhibition curve with a large enough effect in the polarisation, with a control signal flat, not every such curve was filed as active; inconclusive means small, poorly fitted or top-dose-only effect, or effect the other way, or a change in a side signal; inactive means no such curve, though single readings can be large or run the other way; the % refers to the polarisation; further: potency means the concentration at half of the fitted maximal effect; on the % scale 0 is the no-effect control and ±100 the full control effect
Target sequence (Q13526 whole entry, looked up): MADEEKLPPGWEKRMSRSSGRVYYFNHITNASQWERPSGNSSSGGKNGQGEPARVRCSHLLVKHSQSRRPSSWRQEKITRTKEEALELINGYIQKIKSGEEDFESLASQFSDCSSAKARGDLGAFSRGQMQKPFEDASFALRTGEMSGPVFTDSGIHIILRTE
TRHR ag – activates the human TRH receptor; P34981; TRHR cells, calcium flux fluo-8, FDSS agonist mode; activation, % at 2 µM; actives 0.18% (n = 360,000); in the data active means activation above about 30%; further: 0% is about no effect
Target sequence (P34981 whole entry, looked up): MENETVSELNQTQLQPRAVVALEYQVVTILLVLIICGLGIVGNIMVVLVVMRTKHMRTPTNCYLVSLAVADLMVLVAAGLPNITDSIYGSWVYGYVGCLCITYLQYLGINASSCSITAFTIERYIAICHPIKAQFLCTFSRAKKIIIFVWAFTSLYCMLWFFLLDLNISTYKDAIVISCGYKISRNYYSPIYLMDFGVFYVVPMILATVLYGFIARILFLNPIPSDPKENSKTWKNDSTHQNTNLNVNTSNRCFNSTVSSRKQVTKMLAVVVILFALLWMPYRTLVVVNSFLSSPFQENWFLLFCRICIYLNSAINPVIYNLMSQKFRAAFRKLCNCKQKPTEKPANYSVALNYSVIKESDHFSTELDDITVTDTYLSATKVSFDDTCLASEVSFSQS
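Agonist-mode FDSS calcium read (Ex 480/Em 530, 1 s cycles) in 1536-well TRHR cells with fluo-8 dye, after 10-cycle baseline and 23 nL compound addition; TRH at EC20 (10 nM final) added afterwards for the enhancer phase.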
TrxR1 substrate – rat thioredoxin reductase 1 substrate activity; actives 0.01% (n = 390,000); O89049; purified TrxR1 substrate turnover, NADPH consumption readout; Potency, µM (highest dose often 114 µM), for inactives: at the top dose activity change, negative = substrate turnover; further: potency means the concentration at half of the fitted maximal effect; on the % scale 0 is the no-effect control and ±100 the full control effect; nearly all actives have a fitted effect of over 50% in size
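Rat TrxR1, dispensed at 90 nM, was prereduced with 400 uM NADPH (final) for 5 min at ~22 deg C, then incubated with compound 15 min before 400 uM selenite. A first-read NADPH fluorescence drop versus no-compound background flagged substrates.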
TRHR enhancer – allosterically enhances the human TRH receptor | P34981 | TRHR cells, fluo-8 calcium fluorescence, EC20 TRH enhancement | enhancement, % at 2 µM | actives 0.66% (n = 360,000) | AID 493056; in the data active means enhancement above about 30%; further: 0% is about no effect
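Enhancer read-out: after compound pinning and an initial kinetic agonist-mode read, an EC20 of TRH (10 nM final) was injected and fluo-8 calcium signal (Ex 480/Em 530) followed at 1 s/cycle for 100 cycles in TRHR-expressing cells.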
Starred values were filed as active, the others as inactive; ? = inconclusive; nt = no result given; [ ] = another dose, or the depositor's remark. Unless noted, the call rests on the fitted dose curve; in most records, active means well fitted inhibition curve with a large enough effect; inconclusive means small, poorly fitted or top-dose-only effect; inactive means no such curve, though single readings can be large or run the other way.

SMILES	USP1-UAF1 inh	rTrxR1 inhibitor	IDH1 R132H inh	D2 antag	D2 ag	Pin1 inh	TRHR ag	TrxR1 substrate	TRHR enhancer
O=C(c1ccccc1)N1CCN(c2ccc([N+](=O)[O-])c(N3CCOCC3)c2)CC1	-10.9%	-27.8%	3.2%	-17.2	-0.9	-2.5%	-0.4	-18.2%	22.0
CC(C)CCC1=NN(C(=O)c2ccco2)C(O)(C(F)(F)F)C1 (configuration not stated)	-6.3%	5.7%[57.1 µM]	-8.8%	5.0	0.4	-1.3%	-1.0	0.3%[57.1 µM]	5.7
C=C(C)Cn1c(N2CCN(c3ccc(OC)cc3)CC2)nc2c1c(=O)n(C)c(=O)n2C	-12.1%	16.6%[57.1 µM]	6.0%	14.5	-0.6	-4.7%	-0.1	9.9%[57.1 µM]	12.9
CSCCC(NS(=O)(=O)c1ccc2c(c1)oc(=O)n2C)C(=O)NC1CCCCC1 (configuration not stated)	-19.1%	8.9%[57.1 µM]	11.3%	nt	nt	2.9%	0.4	15.9%[57.1 µM]	0.9
CCOc1ccc(C2C(C#N)=C(N)Oc3cc(C)n(CCN(C)C)c(=O)c32)cc1OCC (configuration not stated)	1.7%	11.5%	-0.8%	-0.7	-1.0	-10.8%	-0.1	4.7%	-4.5
COc1cc(C(Nc2ccc(S(=O)(=O)N3CCC(C)CC3)cc2)C(=O)NCC2CCCO2)cc(OC)c1OC (configuration not stated)	-11.9%	?	-0.3%	-4.6	0.9	1.4%	-2.0	-4.8%	-13.7
CC(CNC1CCCCC1)OC(=O)c1ccccc1 (configuration not stated)	-26.3%	-2.8%	1.5%	-2.5	-0.7	-1.7%	0.3	-5.2%	9.4
NC(=O)CC(NC(=O)Cc1cccc2ccccc12)c1ccc(NC2CCC2)c([N+](=O)[O-])c1 (configuration not stated)	-15.9%	11.9%	-5.0%	-14.4	0.2	21.4%	-0.4	3.3%	3.3
Cc1nc(SCC(=O)Nc2ccc(Cl)cc2C(F)(F)F)[nH]c(=O)c1Cc1ccccc1	-21.2%	15.9%	-9.8%	nt	0.2	26.6%	0.1	1.8%	8.3
COc1ccc(C2=Cc3ccc(OC(C)=O)cc3OC2)cc1	-21.4%	-9.2%	2.2%	nt	nt	5.4%	nt	-9.2%	nt
CC(C)=CCN1CCN(Cc2cccc3nccnc23)CC1CCO (configuration not stated)	-20.8%	27.9%	1.2%	-16.3	0.2	1.3%	0.8	7.6%	-1.8
CCOC(=O)c1cnn(-c2nc(-c3ccccc3)cs2)c1C(F)(F)F	-8.1%	24.5%	-0.2%	-6.9	0.0	-0.6%	0.3	12.2%[57.1 µM]	6.2
Cc1ccc(C)c(N2CCN(C(=O)C3CCCCN3S(=O)(=O)c3ccc(F)cc3)CC2)c1 (configuration not stated)	-17.7%	?	1.7%	2.7	0.2	25.8%	0.1	-2.6%	8.0
Cc1cc(N/N=C/c2ccc(O)c(C)c2O)nc(-c2ccccc2O)n1	-6.6%	-12.3%	-4.8%	nt	nt	-5.7%	-0.7	-7.3%	-5.1
O=C(NCCc1nc2ccccc2[nH]1)c1ccco1	-4.9%	9.5%	2.2%	14.6	0.1	-5.1%	-0.1	5.1%	-0.6
NNC(=S)Nc1ccccc1Cl	-14.1%	-7.5%	4.4%	-29.2	0.4	-1.6%	0.7	7.2%	-4.7
CC(=O)c1cn(CCOc2ccccc2C)c2ccccc12	-22.4%	8.8%	-7.5%	16.7	0.5	1.3%	-0.3	-4.4%	-6.0
COc1ccc(F)cc1CN1CCN(C(=O)CCC(=O)Nc2nnc(C3CCCCC3)s2)CC1	-19.7%	6.9%	5.4%	-5.5	0.2	1.1%	0.8	4.1%	-1.8
Cc1ccc(CNC(=O)/C=C/c2cccs2)cc1	-15.4%	-12.1%	2.2%	-0.2	-0.8	4.4%	-0.5	-13.2%	2.2
COc1cc2c(cc1OC)C(c1ccc([N+](=O)[O-])cc1)NCC2 (configuration not stated)	-8.5%	45.8%[2.29 µM]	8.8%	-9.9	-0.9	0.0%	0.4	15.9%[2.29 µM]	4.4

6 compounds already listed, ordered by their value in rTrxR1 inhibitor, falling.
compound	USP1-UAF1 inh	rTrxR1 inhibitor	D2 antag	Pin1 inh	TRHR ag	TrxR1 substrate	TRHR enhancer
CCOC(=O)c1cnn(-c2nc(-c3ccccc3)cs2)c1C(F)(F)F	-8.1%	24.5%	-6.9	-0.6%	0.3	12.2%[57.1 µM]	6.2
Cc1nc(SCC(=O)Nc2ccc(Cl)cc2C(F)(F)F)[nH]c(=O)c1Cc1ccccc1	-21.2%	15.9%	nt	26.6%	0.1	1.8%	8.3
COc1ccc(F)cc1CN1CCN(C(=O)CCC(=O)Nc2nnc(C3CCCCC3)s2)CC1	-19.7%	6.9%	-5.5	1.1%	0.8	4.1%	-1.8
CC(CNC1CCCCC1)OC(=O)c1ccccc1 (configuration not stated)	-26.3%	-2.8%	-2.5	-1.7%	0.3	-5.2%	9.4
NNC(=S)Nc1ccccc1Cl	-14.1%	-7.5%	-29.2	-1.6%	0.7	7.2%	-4.7
O=C(c1ccccc1)N1CCN(c2ccc([N+](=O)[O-])c(N3CCOCC3)c2)CC1	-10.9%	-27.8%	-17.2	-2.5%	-0.4	-18.2%	22.0

The list continues:
SMILES	USP1-UAF1 inh	rTrxR1 inhibitor	IDH1 R132H inh	D2 antag	D2 ag	Pin1 inh	TRHR ag	TrxR1 substrate	TRHR enhancer
O=C(NCC(c1ccc(Cl)cc1)N1CCOCC1)c1ccccc1F (configuration not stated)	-13.3%	14.4%	19.2%	nt	-1.4	0.2%	0.3	2.9%	-7.6
Cc1[nH]c2ccccc2c1C1(O)C(=O)N(Cc2ccc3c(c2)OCO3)c2ccccc21 (configuration not stated)	-14.4%	-23.1%	0.7%	-14.6	0.5	-7.3%	0.1	-15.1%	4.3
Cc1cccc2sc(N(Cc3cccnc3)C(=O)C3COc4ccccc4O3)nc12 (configuration not stated)	-17.6%	31.4%[57.1 µM]	-8.6%	nt	nt	-9.6%	0.3	3.6%[57.1 µM]	-5.3
COc1ccc(Cn2c(=O)[nH]c3cc(C(=O)NCCCN4CCCC4)ccc3c2=O)cc1	-1.1%	-25.7%	-5.2%	9.3	1.0	2.3%	0.4	-10.3%	3.8
CCn1c(SCC(=O)NC(=O)NC(C)(C)C)nc2ccccc21	-11.8%	18.0%[11.4 µM]	8.0%	-8.3	-0.3	15.3%	-0.1	7.6%[11.4 µM]	-1.5
CCCCNc1nc(Oc2ccc(=O)n(-c3ccccc3)n2)nc(N(C)C)n1	?	6.8%	nt	nt	-1.0	-10.9%	-1.5	-0.5%	3.0
O=C(CSc1n[nH]c(-c2cccs2)n1)N1CCCCC1	-20.7%	3.7%	2.0%	4.3	0.1	0.9%	-0.1	-0.8%	5.0
Cc1ccc(S(=O)(=O)c2c(Nc3cccc(Cl)c3)sc(C(=O)c3ccc4c(c3)OCO4)c2N)cc1	-24.2%	24.4%[57.1 µM]	-10.1%	nt	5.1	29.7%	4.8	0.8%[57.1 µM]	-5.2
Cc1ccc(COc2ccc(Br)cc2/C=N/O)cc1	-4.7%	-12.7%	2.7%	2.4	0.4	?	-0.5	-12.0%	-1.8
CC(C)CN(C(=O)CN1CCN(c2ccccc2O)CC1)c1c(N)n(CC(C)C)c(=O)[nH]c1=O	-13.6%	-5.6%	3.0%	2.0	0.5	-1.9%	0.9	1.2%	0.8

Profiles, quoted from the list. Screens in order: USP1-UAF1 inh | rTrxR1 inhibitor | IDH1 R132H inh | D2 antag | D2 ag | Pin1 inh | TRHR ag | TrxR1 substrate | TRHR enhancer
Entry for COc1cc2c(cc1OC)C(c1ccc([N+](=O)[O-])cc1)NCC2 (configuration not stated) → -8.5% | 45.8%[2.29 µM] | 8.8% | -9.9 | -0.9 | 0.0% | 0.4 | 15.9%[2.29 µM] | 4.4
Entry for O=C(NCC(c1ccc(Cl)cc1)N1CCOCC1)c1ccccc1F (configuration not stated) → -13.3% | 14.4% | 19.2% | nt | -1.4 | 0.2% | 0.3 | 2.9% | -7.6

Next part.
SMILES	USP1-UAF1 inh	rTrxR1 inhibitor	IDH1 R132H inh	D2 antag	D2 ag	Pin1 inh	TRHR ag	TrxR1 substrate	TRHR enhancer
COc1ccc2nc(SCCN(C)C)[nH]c2c1	-12.8%	16.9%	-5.2%	nt	nt	0.5%	0.1	-3.1%	1.7
O=C(NC[C@@H]1CC[C@@H](Cc2ccc(-c3ccccc3)cc2)O1)Nc1ccc(Br)cc1	-15.8%	-7.8%	-2.9%	nt	nt	?	nt	-11.9%	nt
COc1ccccc1C1CC(c2ccc(NS(C)(=O)=O)cc2)=NN1C(=O)c1ccccc1 (configuration not stated)	-18.9%	24.0%	-4.1%	0.4	-1.1	8.9%	0.1	-2.3%	0.3
Cc1ccc(/C=N\NC(=O)CCc2n[nH]c(=O)[nH]c2=O)o1	-20.6%	20.0%	-6.7%	8.7	0.0	-4.2%	-0.6	-3.7%	-8.3
CCOc1ccc(CCNC(=O)COC(=O)Cn2cnc3ccccc3c2=O)cc1OCC	-18.4%	1.9%	1.1%	-3.2	0.8	-1.3%	0.2	0.8%	4.9
CS(=O)(=O)N(CC(=O)NCc1ccco1)Cc1ccc(Cl)cc1	-20.9%	?	1.5%	-5.2	-0.5	-5.0%	-0.1	-1.4%	4.1
CCOc1cc(/C=N/Nc2nc(=O)[nH]nc2C)ccc1O	-2.6%	18.7%[11.4 µM]	10.5%	14.8	2.4	5.6%	-0.3	-9.9%	0.6
NC(=O)c1ccc(NC(=O)COC(=O)CNC(=O)c2sc3ccccc3c2Cl)cc1	-21.3%	21.8%	0.9%	15.4	0.1	5.9%	-0.4	6.1%	-4.9
CCN1C(=O)[C@H]2[C@H]3CN=C(SCc4ccccc4)N3[C@@](C)(C(=O)OC)[C@H]2C1=O	-11.0%	21.4%	10.7%[38.3 µM]	nt	nt	-6.5%	nt	1.5%[2.29 µM]	nt

Not all compounds are listed; the hit share may differ from the screen's.
